Screening results: PubChem BioAssay, National Center for Advancing Translational Sciences (NCATS)
JMJD2A Tudor: qHTS Assay for Inhibitors of JMJD2A-Tudor Domain. hit rate 4.4% among 390,000. Lysine-specific demethylase 4A (Homo sapiens), O75164. AlphaScreen JMJD2A-Tudor / H3K4me3 peptide binding. Potency, µM (top dose mostly 114 µM), inactives show top-dose activity change, negative = inhibition, most hits filed as inhibitors. AID 504339, 2011; also: % is scaled to controls: 0 for no effect and ±100 for the full control effect; nearly all actives have a fitted effect of over 50% in size
PGK inhibitor: qHTS Assay to Find Inhibitors of Phosphoglycerate Kinase; PGK/GAPDH coupled, Kinase-Glo luminescence, 60 min; Potency, µM (doses to about 57.5 µM), for inactives: at the top dose activity change, negative = inhibition, hits mostly inhibitors; hit rate 0.043% among 380,000; AID 602233, 2012; also: % is scaled to controls: 0 for no effect and ±100 for the full control effect; nearly all actives have a fitted effect of over 60% in size
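Recombinant glycosomal PGK reaction used 1,3-bisphosphoglycerate generated in-well by GAPDH (100nM final) in 100mM TEA pH 7.6, 5mM MgCl2, 0.01% Tween-20. After 60 minutes at room temperature, ATP was read by Kinase-Glo Plus luminescence end-point.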
TrxR1 inh: qHTS Assay for Inhibitors of Mammalian Selenoprotein Thioredoxin Reductase 1 (TrxR1): qHTS | hit rate 1% among 390,000 | Thioredoxin reductase 1, cytoplasmic (Rattus norvegicus), O89049 | Potency, µM (highest dose often 114 µM), inactives show at the top dose activity change, negative = inhibition, hits mostly inhibitors | recombinant rTrxR1, NADPH fluorescence consumption, selenite substrate; also: % is scaled to controls: 0 for no effect and ±100 for the full control effect; nearly all actives have a fitted effect of over 65% in size
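Rat TrxR1 (90 nM in the dispensed reagent) was pre-reduced with 400 uM NADPH for 5 min at room temperature, then incubated with compound for 15 min. After 400 uM selenite was added, NADPH fluorescence (Ex 340/Em 450 nm) was followed for 8 min.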
GLS inhibitor: qHTS for Inhibitors of Glutaminase (GLS); Potency, µM (doses to about 45.5 µM), inactives show top-dose activity change, negative = inhibition, actives largely listed as inhibitors; GLS enzymatic activity, qHTS titration; hit rate 0.21% among 410,000; also: % is scaled to controls: 0 for no effect and ±100 for the full control effect
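Enzyme dispensed in phosphate buffer (45 mM, pH 8.2, 0.02% Tween-20), compounds pinned in, then 1 mM L-glutamine solution and the glutamate oxidase–HRP–Amplex Red mix added; fluorescence read immediately and again after 30 min at room temperature.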
ERG-DNA inh: qHTS for Small Molecule Inhibitors of the ERG Ets/DNA interaction; Transcriptional regulator ERG (Homo sapiens), P11308; fluorescence polarization, His-ERG Ets domain / labelled DNA; Potency, µM (top dose mostly 76.9 µM), for the others: top-dose FP activity, negative = inhibition, actives largely listed as inhibitors; hit rate 0.028% among 370,000; active = well fitted inhibition curve with a large enough effect in the polarisation, with a control signal flat; inconclusive = small, poorly fitted or top-dose-only effect, or effect the other way, or a change in a side signal; inactive = no such curve, though single readings can be large or run the other way; the % refers to the polarisation;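 also: polarization taken with two DNA probes labelled with fluorescein and Texas red; % of control where 0% means no effect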
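His-tagged ERG Ets domain (1 uM in the protein solution; 300mM KCl, 50mM Tris-HCl, 1mM EDTA, 1mM DTT, pH 7.5) received compound, then a probe mix of 5 nM fluorescein-DNA and 100nM Texas-615-DNA. Fluorescence polarization was read for both dyes.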
12-LOX inh: Primary qHTS assay for inhibitors of human arachidonate 12S-lipoxygenase (ALOX12): Round 2; Potency, µM (highest dose often 108 µM), without a hit: top-dose activity change, negative = inhibition, usual class: inhibitors; hit rate 1.1% among 580,000; AID 1671190, 2021; Polyunsaturated fatty acid lipoxygenase ALOX12 (Homo sapiens), P18054; purified 12hLO, xylenol orange hydroperoxide absorbance; also: % is scaled to controls: 0 for no effect and ±100 for the full control effect
Target sequence (P18054 whole entry, looked up): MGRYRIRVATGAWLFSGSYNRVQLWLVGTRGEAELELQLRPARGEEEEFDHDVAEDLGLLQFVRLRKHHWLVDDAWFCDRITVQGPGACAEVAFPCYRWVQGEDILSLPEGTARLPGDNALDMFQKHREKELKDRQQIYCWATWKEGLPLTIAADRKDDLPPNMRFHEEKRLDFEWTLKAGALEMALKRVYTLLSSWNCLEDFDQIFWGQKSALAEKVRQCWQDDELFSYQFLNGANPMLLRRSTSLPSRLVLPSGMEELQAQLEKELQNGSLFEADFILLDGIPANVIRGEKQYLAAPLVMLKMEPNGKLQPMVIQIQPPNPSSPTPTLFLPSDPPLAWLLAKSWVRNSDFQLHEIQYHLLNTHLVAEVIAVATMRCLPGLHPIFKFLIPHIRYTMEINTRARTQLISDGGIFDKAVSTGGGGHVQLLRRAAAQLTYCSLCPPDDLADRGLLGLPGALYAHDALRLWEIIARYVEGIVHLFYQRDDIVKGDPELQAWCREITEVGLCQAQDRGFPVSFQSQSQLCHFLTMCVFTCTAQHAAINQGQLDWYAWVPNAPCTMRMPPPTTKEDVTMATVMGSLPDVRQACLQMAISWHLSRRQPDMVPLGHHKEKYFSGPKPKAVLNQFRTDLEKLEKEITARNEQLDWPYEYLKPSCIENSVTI
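Hydroperoxide product was detected by ferrous iron/xylenol orange as the 573 to 405 nm absorbance ratio. Arachidonic acid at 40 uM (final) was turned over for 30 min at room temperature by 150 nM human 12hLO, pH 7.0 Hepes buffer, after 15 min compound preincubation.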
Pin1 inhibitor: qHTS Assay to Find Inhibitors of Pin1 | AID 504891, 2011 | hit rate 0.009% among 390,000 | Peptidyl-prolyl cis-trans isomerase NIMA-interacting 1 (Homo sapiens), Q13526 | Pin1 FP peptide displacement, HiFluor488, 10 min | Potency, µM (top dose mostly 115 µM), without a hit: top-dose activity, negative = inhibition, most hits filed as inhibitors; active = well fitted inhibition curve with a large enough effect in the polarisation, with a control signal flat, not every such curve was filed as active; inconclusive = small, poorly fitted or top-dose-only effect, or effect the other way, or a change in a side signal; inactive = no such curve, though single readings can be large or run the other way; the % refers to the polarisation; also: % is scaled to controls: 0 for no effect and ±100 for the full control effect
Target sequence (Q13526 whole entry, looked up): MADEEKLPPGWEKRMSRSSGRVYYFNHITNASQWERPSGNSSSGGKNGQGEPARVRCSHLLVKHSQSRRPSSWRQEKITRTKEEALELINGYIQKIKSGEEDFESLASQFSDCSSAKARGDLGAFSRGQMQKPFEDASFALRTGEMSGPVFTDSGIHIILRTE
RGS4 inhibitor: Inhibitors of Regulator of G Protein Signaling (RGS) 4: qHTS. Potency, µM (doses to about 114 µM), for the others: top-dose activity change, negative = inhibition, hits mostly inhibitors. Transcreener GDP fluorescence polarization, RGS4-accelerated GTP hydrolysis. AID 504845, 2011. hit rate 0.039% among 390,000; also: % is scaled to controls: 0 for no effect and ±100 for the full control effect; nearly all actives have a fitted effect of over 75% in size; some results filed as inactive show a strong effect at the top dose
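MLSMR compounds (23 nl, pin-transferred) preincubated 10 min at room temperature with a 500nM (2x) first reagent, then RGS4 at 900nM (2x) plus Transcreener GDP mix added; fluorescence polarization (620/688 nm) read before and after 90 min at 30 °C.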
HP1b chromo inh: HTS for Inhibitors of HP1-beta Chromodomain Interactions with Methylated Histone Tails; AID 540317, 2011; Potency, µM (titrated, usually from 114 µM), for the others: at the top dose activity change, negative = inhibition, hits mostly inhibitors; AlphaScreen HP1-beta / biotin-H3K9me3 peptide binding; hit rate 0.56% among 390,000; Chromobox protein homolog 1 (Homo sapiens), P83916; also: nearly all actives have a fitted effect of over 70% in size; inactives centre near 23
Target sequence (P83916 whole entry, looked up): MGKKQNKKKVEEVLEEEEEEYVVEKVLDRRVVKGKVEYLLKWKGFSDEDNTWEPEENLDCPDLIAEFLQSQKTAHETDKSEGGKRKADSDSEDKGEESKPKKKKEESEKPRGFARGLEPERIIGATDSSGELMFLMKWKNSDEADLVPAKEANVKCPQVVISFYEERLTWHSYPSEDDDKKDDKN
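AlphaScreen: HP1-beta (50 nM) preformed 30 min with biotin-H3(1-18)K9me3 peptide (50 nM) in PBS pH 7.4, 0.01% Tween-20. Compound added for 30 min at RT, then streptavidin donor/nickel chelate acceptor beads (10 ug/mL) for 30 min.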
Numbers without * were called inactive; i = inactive; ? = inconclusive; / = no result given; & = joins results of further samples; [ ] = dose if it differs, or a comment. Unless noted, calls follow the shape of the dose curve; as a rule, active = well fitted curve in the direction sought with a large enough effect; inconclusive = small, poorly fitted or top-dose-only effect, or another doubt; inactive = no such curve, though single readings can be large; an effect the other way counts as inactive or inconclusive. Potency is read from the fitted curve at half-maximal effect. Not all compounds are listed. The share of hits here may be higher or lower than overall.

SMILES	JMJD2A Tudor	PGK inhibitor	TrxR1 inh	GLS inhibitor	ERG-DNA inh	12-LOX inh	Pin1 inhibitor	RGS4 inhibitor	HP1b chromo inh
C=CCn1c(SCC(=O)NC23CC4CC(CC(C4)C2)C3)nc(O)cc1=O	-12%	-2%	14%	0%	1%	265%[activator]	10%	3%	16%
COc1ccc(OCC(=O)Nc2cc(-c3nn(C)c(=O)c4ccccc34)ccc2N2CCOCC2)cc1	-21%	-10%	18%[57.1 µM]	-17%	-11%	7%	0%	-6%	1%
Nc1ccn([C@@H]2O[C@H](CO)[C@@H](O)[C@H]2O)c(=O)n1	-17%	-12%	8%	-1%	-20%	23%	-12%	-12%	50%[activator]
CC(C)c1ccc(Nc2cc(C(=O)NCc3cccs3)c3ccccc3n2)cc1	-13%	6%	21%	20%	-5%	-14%	1%	-6%	22%
CCc1cccc(C)c1NC(=O)COC(=O)Cn1c(C)csc1=O	-10%	-2%	-2%[57.1 µM]	2%	3%	?	-8%	14%	3%
COC(=O)c1ccc(NC(=O)Cn2cnc3c2c(=O)n(C)c(=O)n3C)cc1	-16%	-1%	-5%	-27%	-8%	-19%	0%	0%	34%
COc1cc2c(cc1OC)C1=NC(=O)CN1C(SCc1ccccc1)=N2	-12%[11.4 µM]	3%	10%[57.1 µM]	10%	7%	?	-7%	-7%[11.4 µM]	?
CN1CCN(CC(=O)NN2CC(=O)N(c3ccc(F)cc3)CC2=O)CC1	-11%	-8%	15%	0%	-2%	-17%	-6%	-22%	26%
CCn1nc(NC(=O)Cc2ccc(OC)cc2)c2cc3cccc(C)c3nc21	-2%	-9%	23%[57.1 µM]	2%	2%	0%	-7%	3%	4%
COC(=O)c1cc(=O)n(Cc2ccco2)c(=Nc2ccc(F)cc2)s1	?	-3%	?	-1%	-7%	/	4%	?	?
O=C(CNC(=O)/C(=C\c1ccc(F)cc1)NC(=O)c1ccccc1)OCc1ccccc1	15%	0%	-1%[57.1 µM]	-16%	-8%	7%	-4%	-2%	37%
CC(=O)c1ccc(NC(=O)c2cnn3ccccc23)cc1	2%	-7%	-6%[57.1 µM]	-9%	14%	14%	-3%	-17%	44%[activator]
COc1ccc(C2(O)CCN(Cc3nnnn3Cc3ccc(F)cc3)CC2)cc1	-11%	-8%	0%	23%	/	-5%[57.4 µM]	-2%	27%	20%
Cc1ccc(S(=O)(=O)Oc2ccccc2/C=N/O)cc1	-11%	4%	21%	12%	16%	-7%	0%	-17%	35%
O=C(Nc1cccc(Cl)c1)OCCOc1ccccc1	81%[activator]	-7%	15%	0%	1%	-11%	-4%	-5%	128%[activator]
CCN(c1cc(C)cc(C)c1)S(=O)(=O)c1nnc(NC(=O)C(C)(C)C)s1	-15%	-12%	15%	0%	0%	15%	0%	11%	33%
Cc1cc(C)c2c(=O)[nH]cnc2n1	0%	-10%	9%	-5%	3%	-10%	0%	-11%	28%
COc1ccc(OCC(O)CNCc2ccco2)cc1 (stereo unspecified)	-22%	-8%	-6%	13%	1%	6%	-2%	15%	3%
CC(Nc1ccc2c(c1)OCCO2)C(=O)N1c2ccccc2CC1C (stereo unspecified)	?	-2%	17%[57.1 µM]	0%	13%	-18%	3%	-14%	-13%
CC(C)CC(N)c1cn([C@@H](CCC(=O)O)C(=O)N2CCNCC2)nn1 (stereo partly specified)	-27%	3%	7%[57.1 µM]	-2%	-14%	-2%	2%	-1%	12%
CCCOP(=O)(c1ccc(N(C)C)cc1)C(O)c1ccc(Cl)cc1 (stereo unspecified)	-21%	7%	-9%[57.1 µM]	-3%	0%	2%	1%	-4%	0%
Cc1cccc(Cn2ccc(NC(=O)c3cccnc3)n2)c1	-3%	-10%	?	-12%	-1%	-9%	-2%	-7%	35%
CCc1ccc(C(=O)c2cn(CC(=O)Nc3ccc(OC)c(OC)c3)c3ccc(C)cc3c2=O)cc1	-20%	-3%	9%	-1%	-1%	-28%	45%[activator]	-19%	15%
O=C(O)c1cccc(NC(=O)c2cc(-c3cccc(Cl)c3)nc3ccccc23)c1	-18%	3%	13%[57.1 µM]	11%	4%	?	9%	14%	-3%
O=S(=O)(c1ccc2c(c1)OCCO2)N1CCC(c2nc3ccccc3[nH]2)CC1	-12%	2%	12%	0%	-8%	21%	-11%	-2%	44%[activator]
COc1ccc(-c2cc(C)nc3c(-c4ccc(OC)c(OC)c4)c(C)nn23)cc1	28µM*	1%	25%[11.4 µM]	-7%	1%	-17%	22%	-4%	-20%
Cc1cccc(NC(=O)c2cc(-c3ccc4c(c3)OCCO4)on2)c1	-7%	-18%	31%	1%	7%	-5%	23%	2%	100%[activator]
Cc1ccccc1NC(=O)CCS(=O)(=O)c1cccc2nonc12	-1%	-2%	?	-6%	-6%	-20%	0%	-13%	18%
COc1cc(NS(=O)(=O)c2cc(C)ccc2OC)c(OC)cc1Cl	-9%	-11%	-13%	17%	0%	1%	-1%	-16%	38%
O=C(CNc1ccc2ccccc2c1)N/N=C/c1ccncc1	-17%	-9%	14%	26%	15%	0%	0%	?	15%
O=C(Nc1cccc(-c2nc3cc(Cl)ccc3o2)c1)c1ccc(F)cc1	-10%	-5%	21%[57.1 µM]	-12%	-2%	12%&-21%	22%	-24%	38%
Cc1ccc(-n2nnnc2CNC(=O)C2CC(=O)N(c3ccccc3)C2)cc1C (stereo unspecified)	-25%&-11%	-9%&8%	12%	-6%&-1%	6%&-20%	-4%&-9%	-6%&-1%	-18%[56.9 µM]	44%[activator]
COc1ccccc1N1CCN(CC(=O)Nc2ccc(CN3CCCCC3)cc2)CC1	4µM*	-6%	13%	0%	/	?	-3%	-4%	?
CCOC(=O)c1ccc(Nc2cc(C)nc(C)c2C(=O)OCC)cc1	4%	i	1%[57.1 µM]	-5%	-12%	?	4%	-18%	49%
O=[N+]([O-])c1ccc2nc(SCc3ccccc3Cl)sc2c1	?	1%	-19%	-1%	-8%	/	-3%	-27%	-10%
O=C(c1ccc(Cl)cc1)C1CCN(C(=O)C2CC2)CC1	-22%	0%	6%[57.1 µM]	6%	-1%	/	6%	4%	20%
COc1ccc(C2CC(=O)c3cnc(N4CCN(Cc5ccccc5)CC4)nc3C2)cc1 (stereo unspecified)	-27%[11.4 µM]	-2%	-38%	?	1%	0%	1%	-4%[11.4 µM]	-8%
CCCC(=O)C1=C(O)C(C(=O)OC)C(C)(C)CC1=NC(C)C (stereo unspecified)	-5%	1%	-11%	13%	4%	-3%	-1%	24%	17%
O=C(N/N=C/c1ccc(O)c(O)c1)c1cc(-c2ccccc2)nc2ccccc12	?	-2%	-6%	13µM*	-5%	67%	-6%	12%	-29%
O=C(NC1CCCCC1)c1ccc(-n2cncn2)c([N+](=O)[O-])c1	-2%	1%	6%	2%	-1%	-35%	-6%	0%	31%
NC(N)=S	-17%	-2%	2%	4%	15%	?	-2%	4%	20%
COc1ccc(C(CC(=O)N2CCN(c3ccccc3)CC2)c2c(OC)cc(OC)c3ccc(=O)oc23)cc1 (stereo unspecified)	?	-1%	39%&36%[57.1 µM]	-1%	-6%	-10%	41%&35%[activator]	38%&11%	1%&-4%
CCOC(=O)c1sc(NC(=O)C2CC(=O)N(c3ccc(C)cc3)C2)nc1C (stereo unspecified)	-33%	i	7%	1%	-3%	?	-2%	17%	?
COc1ccc(N/C=C(\C#N)S(=O)(=O)c2ccc(OC)cc2)cc1	-19%	i	-1%[57.1 µM]	-11%	-11%	-5%	-6%	-13%	-2%
CC(C)C(=O)Nc1csc(C(F)(F)F)c1-c1ccccc1	12%	i	14%	-4%	4%	143%[activator]	-1%	-4%	103%[activator]
CCc1ccc(NC(=O)Cn2c(=O)n(CCCCC(=O)NCCc3ccc(Cl)cc3)c(=O)c3ccccc32)cc1	-2%	-1%	23%	2%	2%	0%	-4%	1%	29%
CSCCC(NC(=O)c1ccc(C(C)(C)C)cc1)C(=O)O (stereo unspecified)	3%	-4%	9%[57.1 µM]	2%	-3%	-18%	4%	-29%	56%[activator]
CC(=O)c1ccc(S(=O)(=O)Nc2ccc(S(=O)(=O)N3CCCCC3)cc2)cc1	2%	-9%	-2%	14%	10%	0%	-1%	19%	36%

Three of the entries above in order of the Pin1 inhibitor value, high to low.
SMILES	JMJD2A Tudor	PGK inhibitor	TrxR1 inh	GLS inhibitor	ERG-DNA inh	12-LOX inh	Pin1 inhibitor	RGS4 inhibitor	HP1b chromo inh
CCOC(=O)c1ccc(Nc2cc(C)nc(C)c2C(=O)OCC)cc1	4%	i	1%[57.1 µM]	-5%	-12%	?	4%	-18%	49%
CCN(c1cc(C)cc(C)c1)S(=O)(=O)c1nnc(NC(=O)C(C)(C)C)s1	-15%	-12%	15%	0%	0%	15%	0%	11%	33%
CN1CCN(CC(=O)NN2CC(=O)N(c3ccc(F)cc3)CC2=O)CC1	-11%	-8%	15%	0%	-2%	-17%	-6%	-22%	26%
